Bioassay records deposited in PubChem by several laboratories.
BAP1 block = blocks human BAP1 ubiquitin-AMC hydrolysis | Q92560 | recombinant BAP1, Ub-AMC hydrolysis fluorescence kinetic; hits give low values | activity remaining (% of control), % at 20 µM | hit rate 0.48% among 72,000 | AID 436;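 active = activity remaining at or below 50% of control, provided the compound also passes the data quality filters; inactive = the rest, including low values that fail the filters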;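 also: 100% = DMSO wells rate and 0% = substrate alone blank rate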
HePTP inh = human HePTP phosphatase inhibition; recombinant HePTP phosphatase activity, OD absorbance; hit rate 0.64% among 110,000; inhibition, % at 20 µM; in the data active = inhibition above about 50%;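 also: plate controls were vehicle for no effect and reference inhibitor for full effect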
Target sequence (P35236 whole entry, looked up): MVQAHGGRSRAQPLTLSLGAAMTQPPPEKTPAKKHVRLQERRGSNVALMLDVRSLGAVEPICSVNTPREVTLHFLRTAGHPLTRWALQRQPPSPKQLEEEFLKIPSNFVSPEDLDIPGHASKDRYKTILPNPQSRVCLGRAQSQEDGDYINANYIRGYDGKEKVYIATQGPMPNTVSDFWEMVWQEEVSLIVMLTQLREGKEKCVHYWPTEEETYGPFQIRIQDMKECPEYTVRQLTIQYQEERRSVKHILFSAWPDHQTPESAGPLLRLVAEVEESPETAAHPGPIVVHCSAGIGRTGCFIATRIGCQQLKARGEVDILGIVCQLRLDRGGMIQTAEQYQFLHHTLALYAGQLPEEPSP
Active calls of the source: *; nt = no result given; & = joins results of further samples.

SMILES | HePTP inh | BAP1 block
CCOC(=O)C1=C(C)N(CCOC)C(=O)/C1=C\c1ccc(O)c(OCC)c1 | -8 | nt
CCOCCOCCN1C(=O)c2ccccc2C1=O | 1 | nt
C=C1c2ccc(C)cc2NC(=O)N1CC | 7 | nt
Cc1ccc(/C=C/C(=O)Nc2cccc(Cl)c2Cl)o1 | -3 | nt
Cc1ccccc1NC(=O)CN1C(=O)COc2ccc(Cl)cc21 | 9 | 95
CCN(CC)C(=O)c1sc2nc(-c3cccs3)cc(-c3cccs3)c2c1N | -4 | nt
COc1ccc(C2C(C(=O)OCCc3ccccc3)=C(C)NC3=C2C(=O)CCC3)cc1OC (stereo not drawn) | nt | 57
COc1ccc(C)cc1NC(=O)c1c(Cl)cccc1Cl | 3 | nt
CCN(CC)CCN1C(=O)C(=O)/C(=C(/O)c2cccc(OC)c2)C1c1ccccn1 (stereo not drawn) | 0 | 76
N#CC(c1ccc(O)cc1)N1CCOCC1 (stereo not drawn) | 11 | nt
O=C1NCC(c2ccccc2)C1C(=O)N/N=C\c1cc([N+](=O)[O-])cc(Br)c1O (stereo not drawn) | -10 | nt
O=C(Nc1ccc(C(=O)Oc2ccccc2)c(O)c1)c1ccco1 | -6 | 96

SMILES | HePTP inh | BAP1 block
Cc1ccc(NC(=O)CS(=O)CC(=O)NCC2OCCc3ccccc32)c(C)c1 (stereo not drawn) | -4 | 104
C=CCNC(=O)/C(=C/c1cn(-c2ccccc2)nc1-c1cccc([N+](=O)[O-])c1)NC(=O)c1ccccc1 | -12 | nt
COc1cccc(-c2nc(N3CCN(Cc4ccccc4)CC3)c3ccccc3n2)c1O | 8 | nt
COc1cc(C2NC(=S)NC(C)=C2C(=O)Nc2ccccn2)ccc1OCc1ccccc1 (stereo not drawn) | nt | 214
Cc1ccc(NC(=O)N2CCC(C(=O)NCCC3=CCCCC3)CC2)cc1 | 12 | 31*
Cc1onc(-c2ccccc2Cl)c1C(=O)Nc1cccnc1 | 3 | 96
Cc1cc(C)cc(N(CC(=O)NCC2CCCO2)C(=O)CN2C(=O)COc3ccccc32)c1 (stereo not drawn) | -5 | 93
CCc1nnc(NC(=O)c2cc3c(s2)CCCCC3)s1 | 1 | 88
CSc1ccc(S(=O)(=O)NCc2ccccc2Cl)cc1 | 3 | 81
COc1cc(NC(=O)C(F)(F)F)c(Cl)cc1NC(=O)c1ccccc1 | 9 | nt
COc1cccc(CC(=O)Nn2c(C)nc3ccccc3c2=O)c1 | -4 | 99
CC(C)OC(=O)c1cc(=O)[nH]c2ccccc12 | 11 | 99

SMILES | HePTP inh | BAP1 block
CNc1ccc(OC(F)F)cc1C(=O)c1ccccc1 | 7 | 101
COc1ccc(COC(=O)C2=C(C)NC3=C(C(=O)CCC3)C2c2coc3ccccc3c2=O)cc1 (stereo not drawn) | nt | 104
O=C(NCC1CCCO1)c1csc2c1CCCC2 (stereo not drawn) | 6 | 104
O=C(CCc1nc2ccccc2c(=O)[nH]1)N1CCN(C/C=C/c2ccccc2)CC1 | 9 | 107
Cn1c(=O)c2c(nc(NCc3ccccc3)n2Cc2ccc(F)cc2)n(C)c1=O | -2 | 97
COC(=O)c1ccccc1C(=O)N1CCOCCN(C(=O)c2ccccc2C(=O)OC)CCOCC1 | nt | 133
Cc1ccc(NC(=O)c2ccc3ccccc3n2)nc1 | 12 | 56
COCc1cc(=O)[nH]c(SCC(=O)Nc2ccccc2)n1 | 4 | 118&141
COc1ccc(C)cc1NC(=O)CSc1nc(SC)ns1 | 6 | 62
CCOC(=O)c1ccccc1NC(=O)CN(c1cccc(Br)c1)S(=O)(=O)c1ccccc1 | -7 | nt
COc1ccc(C(C#N)(CCC#N)CCC#N)cc1OC | 1 | 91
COc1ccc(C(=O)c2oc3ccccc3c2N)cc1 | 10 | 60

SMILES | HePTP inh | BAP1 block
Nc1nnc(CCN2C(=O)CSC2=O)s1 | -4 | 97
O=C(O)[C@@H]1CCCC[C@@H]1C(=O)N1CCc2ccccc2C1CN1C(=O)c2ccccc2C1=O (stereo partly drawn) | 10 | 122
Cc1nc(Nc2ccncc2)c2oc3ccccc3c2n1 | -12 | nt
CCOc1cc(C(=O)NCc2ccccc2OC)cc(OCC)c1OCC | 7 | nt
O=C(Nc1ccccc1O)c1ccccc1I | 6 | nt
CCCC1=NN(C(=O)c2ccc(Br)cc2)C(O)(C(F)(F)F)C1 (stereo not drawn) | 5 | nt
NC(=O)CN1C(=O)C2CCCCN2C(=O)c2ccccc21 (stereo not drawn) | 5 | 95
Cc1ccc(-c2nn(-c3cc(N4CCN(CCO)CC4)ccc3[N+](=O)[O-])c(=O)c3ccccc23)cc1C | 3 | nt
CCOc1ccc(Nc2cc(C)c3ccccc3n2)cc1 | -25 | nt
Cn1c(/C=C/c2ccc(Br)cc2)nc2ccccc2c1=O | 8 | nt
Cc1ccc(C(=O)NCc2ccc(Cl)cc2)o1 | 3 | 75
C/C(=N\Nc1ncc(Br)cn1)c1ccc(I)cc1 | -4 | nt

SMILES | HePTP inh | BAP1 block
CCCc1c(C)nc2ccc(C(=O)O)cc2c1SCC(=O)O | -2 | nt
O=C(CCNC(=O)Cn1ccc2ccccc2c1=O)NCCN1CCN(c2ccccc2F)CC1 | 6 | 99
O=C(Nc1c(C(=O)N2CCOCC2)cnn1-c1ccccc1)c1ccco1 | -2 | 98
COc1cc(NC(=O)COc2ccc(Cl)c(C)c2)ccc1NC(=O)c1ccco1 | 2 | nt
Cc1cc(C)cc(N(CC(=O)NC2CCCCC2)C(=O)CCC(=O)Nc2cc(C)ccn2)c1 | 1 | 75
CC1=NN(c2cccc(C(=O)O)c2)C(=O)/C1=C\c1ccc(N(C)C)cc1 | 2 | nt
CSc1ccc(/C=N\NC(=O)c2cnccn2)cc1 | -11 | nt
N#Cc1c(-c2ccc([N+](=O)[O-])cc2)c2c([nH]c1=S)CCCC2 | -15 | nt
O=C(NCc1cccs1)c1cccnc1C(=O)O | 6 | 129
Cc1nc2ccc(NC(=O)N3CCCCC3)cc2s1 | -10 | 103
CCOc1cc(/C=N/n2cnnc2)c(Br)cc1O | 8 | 74
O=C(O)C1C2CCC(C2)C1C(=O)Nc1nc(-c2ccc(Br)cc2)cs1 (stereo not drawn) | -6 | nt

SMILES | HePTP inh | BAP1 block
COc1ccccc1N1CCN(c2cc(=O)n(-c3ccc(Cl)cc3)c(=O)[nH]2)CC1 | -3 | 88
COC(=O)NCCOC(=O)N(O)c1ccc(Br)cc1 | 6 | 96
O=C(COc1ccc2c(c1)OCO2)NC12CC3CC(CC(C3)C1)C2 | -8 | 100
O=C(Nc1ccccc1)c1ccc2nc(-c3ccco3)c(-c3ccco3)nc2c1 | 17 | nt
O=C(OCC(O)CN1CCCCC1)C12CC3CC(CC(C3)C1)C2 (stereo not drawn) | -4 | 98
COc1ccc(OC)c(C2CC(O)(c3ccccc3OC)C(C)C(c3cc(OC)ccc3OC)N2)c1 (stereo not drawn) | -13 | nt
COc1ccc(-c2nc(CS(=O)CC(=O)NCc3ccccn3)c(C)o2)cc1 (stereo not drawn) | 10 | 87
CCOC(=O)C1CCCN(c2c(NCCCN(CC)c3cccc(C)c3)c(=O)c2=O)C1 (stereo not drawn) | 3 | 94
O=C(CSc1ncc(-c2ccccc2)[nH]1)Nc1ccc(Br)cc1 | 0 | nt
COC(=O)C1=C(C)N(C)C(C)=C(C(=O)OC)C1c1ccc(SC)cc1 | 7 | nt
CCC(Oc1ccccc1)C(=O)Nc1cc(C)on1 (stereo not drawn) | 30 | 104
COc1ccccc1N1CCN(C(=O)CCCC(=O)O)CC1 | nt | 62

SMILES | HePTP inh | BAP1 block
COc1cc(/C=C2\C=C(c3ccc(Cl)cc3)OC2=O)cc(Br)c1OC | -11 | nt
Cc1ccc(-c2nc(-c3ccc(F)cc3)no2)cc1 | 3 | nt
Cc1cccc(Nc2ncc([N+](=O)[O-])cc2[N+](=O)[O-])c1 | nt | 83
Cc1ccc(N2C(=O)C=CC2=O)cc1[N+](=O)[O-] | 6 | nt
COc1cccc(OCCOc2ccccc2/C=C2/SC(=S)NC2=O)c1 | 1 | nt
O=C(CN1C(=O)COc2ccccc21)Nc1ccc(F)cc1 | 7 | 102
N#CC(C(=O)O)=C1C2CC3CC(C2)CC1C3 | 8 | nt
CCN(CC)S(=O)(=O)c1cccc(-c2nnc(SCC(=O)NCCC3=CCCCC3)n2N)c1 | 8 | 94
CC(=O)n1nc(-c2ccco2)nc1SCc1ccccc1 | 15 | 106
CCOC(=O)CSc1nnc(C)c(=O)[nH]1 | 6 | 169
CCO/C=C1\C(=O)N(CC)c2ccccc21 | 9 | nt
O=C(CSc1nnnn1C1CCCCC1)NCCc1ccccc1 | 13 | 99

SMILES | HePTP inh | BAP1 block
Cn1c2c(c(=O)[nH]c1=O)C(NC(=O)c1ccco1)(C(F)(F)F)C(=O)N2 (stereo not drawn) | -12 | 103
CC(C)NC[C@H](O)c1ccc(O)c(O)c1 | nt | 95&101
Cc1cc(=O)[nH]c(N/N=C/c2ccc(O)cc2)n1 | -2 | nt
O=C(CN(CCc1ccccc1)S(=O)(=O)c1ccccc1)Nc1ccc(Cl)cc1Cl | -5 | nt
O=C(/C=C/c1ccccc1)NC(=S)Nc1ccc(N2CCOCC2)c(Cl)c1 | -13 | nt
Cc1cccc(C)c1NS(=O)(=O)c1ccc(F)cc1 | 2 | 95
O=C(NC(CO)C(O)c1ccc([N+](=O)[O-])cc1)c1ccc2ccccc2n1 (stereo not drawn) | -2 | nt
COc1cccc(Cn2c(NCc3ccco3)nc3c2c(=O)n(C)c(=O)n3C)c1 | 2 | 163
Nc1cc(=O)nc(SCc2ccccc2)n1Cc1ccco1 | 6 | 103
COc1ccc(CCNC(=O)CSc2nnnn2-c2ccccc2)cc1 | 6 | 95
CC(c1ccco1)N(C(=O)c1ccc([N+](=O)[O-])cc1)c1ccccn1 (stereo not drawn) | -11 | nt
CCOc1ccc(NC(=O)CNC(=O)c2ccc(OC)c(OC)c2)cc1 | 10 | 76

Molecules listed so far that have a cyano group, in the order listed:
SMILES | HePTP inh | BAP1 block
N#CC(c1ccc(O)cc1)N1CCOCC1 (stereo not drawn) | 11 | nt
COc1ccc(C(C#N)(CCC#N)CCC#N)cc1OC | 1 | 91
N#Cc1c(-c2ccc([N+](=O)[O-])cc2)c2c([nH]c1=S)CCCC2 | -15 | nt
N#CC(C(=O)O)=C1C2CC3CC(C2)CC1C3 | 8 | nt

Further compounds.
SMILES | HePTP inh | BAP1 block
CC(=O)c1ccc2c3c(cccc13)C(=O)N(C)C2=O | nt | 124
CCCNC(=O)c1ccccc1NC(=O)CN(c1ccccc1OCC)S(C)(=O)=O | -5 | 99
COc1cccc(-c2nc(CC(=O)O)cs2)c1OC | -3 | 104
Cc1ccc(C(=O)N2CCN(S(=O)(=O)c3ccccc3[N+](=O)[O-])C2)cc1 | -2 | 79
CCN(Cc1ccccc1)C(c1ccncc1)c1nnnn1C(C)(C)C (stereo not drawn) | 9 | 104
NC(=O)C1CC(=O)N(Cc2ccc3c(c2)OCO3)C(=Nc2ccccc2)S1 (stereo not drawn) | -11 | 96
Cc1cccc(N2CC3=C(C2=O)C(c2ccccc2)NC(=O)N3C)c1 (stereo not drawn) | 2 | nt
CC1(C)CC(=O)C2=C(C1)OC(N)=C(C#N)C21C(=O)N(CN2CCOCC2)c2ccccc21 (stereo not drawn) | 6 | 91
Cc1ccc(S(=O)(=O)n2nnc3ccccc32)c(C)c1 | 2 | nt
CCOC(=O)c1[nH]c(C)c(C(=O)Nc2ccc(Cl)cc2)c1C | 15 | 86
CC(=O)Nc1ccccc1NC(=O)COc1cccc(C)c1 | 2 | nt
Cc1ccc(CN2CCN(N=Cc3ccc(Br)cc3)CC2)c(C)c1 | 9 | nt

SMILES | HePTP inh | BAP1 block
CC1(C)CC(=O)CC(=Nc2ccccc2N)C1 | 6 | nt
CCOC(=O)N1CCC(NC(=O)c2cn(-c3ccc(OC)cc3)c(=O)c3ccccc23)CC1 | -4 | 81
Cc1ccc(Sc2c(C)nn(C(=O)c3cccnc3)c2C)cc1 | 1 | nt
CCN(CC)CCCCCCOc1c(C)cccc1C | -16 | nt
Cc1cc(C)n(-c2nc3c(c(=O)n(C)c(=O)n3C)n2Cc2cccc(Br)c2)n1 | 0 | 102
Cc1ccc(Cl)cc1N1CCN(C(=O)C2CCN(c3nnc(-n4cccc4)s3)CC2)CC1 | 2 | 58
Cc1[nH]c(=O)[nH]c(=O)c1NC(=O)CSc1ncccc1-c1nc2ccccc2[nH]1 | -3 | 62
Cc1ccc(-c2noc(CCC(=O)N3CCN(c4cccc(C(F)(F)F)c4)CC3)n2)cc1 | 2 | 78
C=CCN1C(=O)/C(=C\c2ccc3c(c2)OCO3)SC1=Nc1ccccc1 | 6 | nt
CCN(CC)c1ccc(NC(=O)CN2C(=O)CSc3ncccc32)c(C)c1 | 1 | 104
c1ccc(CNc2ncnc3ccccc23)cc1 | nt | 89
O=C(Nc1cccc2c1C(=O)c1ccccc1C2=O)c1ccc(S(=O)(=O)N2CCCCC2)cc1 | 7 | nt
Cc1nn(-c2ccccn2)c(C)c1Oc1ccccc1O | 4&0 | 105

Record cards, as listed above. Values in the order: HePTP inh | BAP1 block
Cc1ccc(Cl)cc1N1CCN(C(=O)C2CCN(c3nnc(-n4cccc4)s3)CC2)CC1 is listed as 2 | 58
Cc1cccc(N2CC3=C(C2=O)C(c2ccccc2)NC(=O)N3C)c1 (stereo not drawn) is listed as 2 | nt

An unsorted share of the library; overall some 0.83% were active at least once.
